# IDE cell inh: human IDE inhibitors in live cells, primary screen, fluorescence polarization, HEK cells, FAbetaB substrate; AID 434962, 2010; actives 0.41% (n = 320,000); inhibition, % at 5.59 µM; FAbetaB cleavage; Insulin-degrading enzyme (Homo sapiens), P14735;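 active means percent inhibition above the average of all tested compounds plus 3 SD, set per screening campaign, cut at about 16% in these data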;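 further: IDE supplied by intact live HEK cells; FP after avidin binding of uncleaved biotin substrate so inhibition keeps polarization high; 0% = DMSO wells and 100% = 60 µM reference IDE inhibitor Ii1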
# Target sequence (P14735 whole entry, looked up): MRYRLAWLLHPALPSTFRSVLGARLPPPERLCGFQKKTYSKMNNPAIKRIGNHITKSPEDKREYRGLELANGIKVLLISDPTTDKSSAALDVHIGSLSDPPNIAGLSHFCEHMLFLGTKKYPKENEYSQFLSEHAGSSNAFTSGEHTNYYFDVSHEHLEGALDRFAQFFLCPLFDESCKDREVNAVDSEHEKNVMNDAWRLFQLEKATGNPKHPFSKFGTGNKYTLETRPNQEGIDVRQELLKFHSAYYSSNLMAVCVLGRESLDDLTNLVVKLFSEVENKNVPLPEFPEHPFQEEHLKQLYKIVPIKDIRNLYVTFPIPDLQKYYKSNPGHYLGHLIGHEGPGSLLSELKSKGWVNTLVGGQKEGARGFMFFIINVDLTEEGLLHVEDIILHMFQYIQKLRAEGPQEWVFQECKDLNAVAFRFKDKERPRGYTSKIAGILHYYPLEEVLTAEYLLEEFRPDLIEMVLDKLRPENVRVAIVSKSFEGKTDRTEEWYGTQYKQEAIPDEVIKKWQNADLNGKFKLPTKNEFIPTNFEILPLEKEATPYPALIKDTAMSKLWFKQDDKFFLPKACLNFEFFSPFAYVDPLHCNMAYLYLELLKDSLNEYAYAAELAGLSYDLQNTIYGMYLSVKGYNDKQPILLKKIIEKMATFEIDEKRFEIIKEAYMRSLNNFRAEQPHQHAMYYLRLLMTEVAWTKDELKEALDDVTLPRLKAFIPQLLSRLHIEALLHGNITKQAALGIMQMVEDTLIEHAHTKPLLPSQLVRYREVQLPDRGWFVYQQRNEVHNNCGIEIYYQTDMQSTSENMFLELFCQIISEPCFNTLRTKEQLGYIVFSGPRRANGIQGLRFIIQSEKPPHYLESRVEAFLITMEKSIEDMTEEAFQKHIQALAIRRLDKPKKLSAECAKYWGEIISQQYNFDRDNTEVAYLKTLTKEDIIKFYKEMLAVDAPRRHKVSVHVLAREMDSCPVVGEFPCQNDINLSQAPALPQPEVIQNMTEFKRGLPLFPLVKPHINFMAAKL
# IDE act: human IDE activators in live cells, primary screen, fluorescence polarization, HEK cells, FAbeta-B substrate; FAbeta-B cleavage; 0% vehicle, 100% cell-free pure enzyme wells; activation, % at 5.96 µM; actives 0.073% (n = 340,000); Insulin-degrading enzyme (Homo sapiens), P14735;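 active means activation above the mean of all tested compounds plus 3 SD, set per screening campaign, cut at about 17% in these data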
# * = called active by the depositor. The list is partial (hit frequency here may not be typical).
no.	IDE cell inh	IDE act	Compound
1	1.1	1.7	Cc1c(NC(=O)C(C)Oc2ccc(Br)cc2)c(=O)n(-c2ccccc2)n1C (stereo not drawn)
2	-2.4	-0.4	O=C(O)CCCCCCCCCCCNC(=O)NC12CC3CC(CC(C3)C1)C2
3	1.8	0.7	COc1ccc(C(=O)NCc2cccc(Cl)c2)cc1S(=O)(=O)N1CCOCC1
4	3.9	4.7	CSCCC(NC(=O)c1ccccc1)C(=O)OCC(=O)NCc1ccco1 (stereo not drawn)
5	-0.7	1.1	CCOc1ccccc1N1CCN(C(=O)c2cc(S(=O)(=O)N(C)C)ccc2N2CCCC2)CC1
6	0.7	4.2	CC(C)(C)OC(=O)C[C@H]1C/C=C\C[C@@H](CC(=O)N(CCO)Cc2ccccc2)C(=O)N[C@H](Cc2c[nH]c3ccccc23)COC1=O
7	10.3	0.1	c1csc(CNc2ncnc3ccc(-c4ccoc4)cc23)c1
8	2.1	7.4	Cc1cccc(NC(=O)CSc2cccc[n+]2[O-])c1C
9	9.5	2.6	CCCc1cc(=O)[nH]c(SCC(=O)Nc2cc(S(=O)(=O)N(CC)c3ccccc3)ccc2Cl)n1
10	5.8	-1.9	CC(Sc1nnc(-c2ccncc2)n1C)C(=O)NCC1CCCO1 (stereo not drawn)
11	1.4	2.2	CCC(CO)Oc1cc(NCc2ccc(O)cc2)c2ncn(C(C)C)c2c1 (stereo not drawn)
12	4.9	4.5	COc1ccccc1CNC(=O)COC(=O)c1ccc(C(=O)c2ccccc2)cc1
13	-1.8	8.9	Brc1ccc(CN2CCCCCC2)cc1
14	5.5	28.9*	C#CCOCCOCCOCCNc1nc(N2CCN(C(=O)CCCCCCCCCCNC(=O)[C@@H](CCSC)n3cc(CCO)nn3)CC2)nc(N2CCN(C(=O)CCCCCCCCCCNC(=O)[C@H](CO)n3cc(CCCCCN)nn3)CC2)n1
15	-2.3	-5.2	O=C(NCCc1ccc(F)cc1)c1ccc2c(=O)n3c(nc2c1)CCC3
16	-2.2	-2.4	C[C@H](NC(=O)c1nc[nH]c1C(=O)N1CCNCC1)C(=O)OCc1ccccc1
17	8.6	-3.8	COc1ccc(NC(=O)CCOc2ccc(C)cc2)cc1S(=O)(=O)N1CCCCC1
18	-1.6	2.2	COc1ccccc1NC(=O)CNC(=O)CC12CC3CC(CC(C3)C1)C2
19	12.1	0.5	COc1ccc(Cl)cc1C(=O)OCC(=O)Nc1cccnc1Cl
20	-5.1	1.5	CCOc1ccc(CCNC(=O)CSCC(=O)Nc2ccc(OC)cc2)cc1OCC
21	-0.4	4.0	CCCn1c(N)c(N(CCOC)C(=O)CCC2CCCCC2)c(=O)[nH]c1=O
22	-5.7	4.9	CC1CC(C)CN(S(=O)(=O)c2cc3c4c(c2)CCC(=O)N4CCC3)C1 (stereo not drawn)
23	-0.5	-3.0	Cc1ccc2nc(SCC(=O)NCc3ccccc3Cl)nc(=O)n2c1
24	16.2*	-26.3	CC(OC(=O)/C(C#N)=C/c1ccc(N(C)C)cc1)C(=O)N(C)c1ccccc1 (stereo not drawn)
25	4.1	-0.2	CCN(CC(=O)Nc1ccc(NC(C)=O)cc1)C(=O)/C=C/c1cn(Cc2ccccc2)nc1-c1cccnc1
26	-3.3	2.1	Cc1ccc(NC(=O)CN2C(=O)NC(C)(C3CC3)C2=O)c([N+](=O)[O-])c1 (stereo not drawn)
27	-3.5	0.6	CCOC(=O)C1CCN(C(=O)COC(=O)CNC(=O)c2sc3ccccc3c2Cl)CC1
28	-0.5	4.4	CCOC(=O)c1c(C)[nH]c(C(=O)OCC(=O)NCc2ccc(C)cc2)c1C
29	-0.2	4.7	O=C(Nc1cccc(F)c1)c1cc(-c2ccco2)nc2ccccc12
30	6.0	-4.3	CC(C)c1cccc(-c2ccc3c(c2)S(=O)(=O)c2cccc(C(=O)NCc4ccco4)c2C3=O)c1
31	2.1	-5.5	Oc1cc(O)cc(/C=C/c2ccc(O)c(O)c2)c1
32	-12.6	4.1	Cc1cc(C)c2nc(N(CCCN(C)C)C(=O)c3ccc(S(=O)(=O)N4CCCCCC4)cc3)sc2c1
33	2.0	0.0	CC(C)(C)NC(=O)CC1C[C@H](C(=O)N2CCCCC2)[C@@]2(CCc3ccccc3)c3[nH]c4ccccc4c3CCN2C1=O (stereo partly drawn)
34	0.2	-0.8	O=C(COc1cc(F)ccc1[N+](=O)[O-])NCC1CCCO1 (stereo not drawn)
35	1.7	0.5	CCCCn1c(N)c(N(CC)C(=O)CCNC(=O)c2ccc(Cl)cc2)c(=O)[nH]c1=O
36	-1.1	1.3	CCOC(=O)C1CCCN(S(=O)(=O)c2ccc(Cl)nc2)C1 (stereo not drawn)
37	-1.2	2.9	Cc1ccc(S(=O)(=O)N2CCOCC2)cc1C(=O)NC1=NCCS1
38	-2.6	6.9	CC(=O)C[C@@H](O)CC(=O)[C@H]1OC(=O)CCCCCc2ccccc21
39	-3.0	5.6	Cc1ccnc(NC(=O)CNC(=O)c2ccco2)c1
40	-1.4	4.2	O=C(O)c1ccc(C=NNC(=O)c2ccccc2NS(=O)(=O)c2cccs2)cc1
41	-3.3	2.6	COc1ccc(CCC(=O)N2CCN(S(=O)(=O)c3ccc(OC)cc3)CC2)cc1
42	-6.0	2.0	CCC(C)c1ccccc1N1CC(C(=O)N2CCN(S(=O)(=O)c3ccc(F)cc3)CC2)CC1=O (stereo not drawn)
43	7.0	-3.7	O=C(Nc1ccccc1)[C@@H]1CCCN1S(=O)(=O)c1ccc(Cl)cc1
44	0.3	-1.9	O=C(/C=C/c1cccc(Br)c1)OCC(=O)N1CCN(c2ccccc2)CC1
45	5.4	0.1	COc1cc2c(C#CCCO)c(-c3ccc(C#N)cc3)oc(=O)c2cc1OC
46	-1.4	2.3	Cc1ccc(S(=O)(=O)N2CCC(C(=O)OC(C)C(=O)NC3CCCCC3C)CC2)cc1C (stereo not drawn)
47	1.9	-4.4	CCN(CC)S(=O)(=O)c1cccc(NC(=O)CNc2cccc(S(=O)(=O)N3CCOCC3)c2)c1
48	1.0	6.9	O=C(c1cccc(S(=O)(=O)Nc2ccc(F)cc2)c1)N1CCC1
49	4.0	0.3	Cc1cccc(C(=O)NCC(c2ccco2)N2CCc3ccccc32)c1 (stereo not drawn)
50	-0.7	2.6	CCN(C(=O)C12CC3CC(CC(C3)C1)C2)C1CCS(=O)(=O)C1 (stereo not drawn)
51	3.5	4.3	Cc1ccc(NC(=O)COc2ccccc2)cc1S(=O)(=O)N1CCCCCC1
52	-1.9	-0.5	C[C@H](CO)N1C[C@H](C)[C@@H](CN(C)S(=O)(=O)c2ccccc2)Oc2ccc(NC(=O)C3CC3)cc2C1=O
53	4.5	-2.8	CCCCC/C=C/C1=CC(=O)C[C@H](c2ccc3c(c2)OCO3)C1
54	0.7	4.8	C[C@H](CO)N1C[C@H](C)[C@@H](CN(C)C(=O)NC2CCCCC2)Oc2ccc(NC(=O)Cn3cnnn3)cc2C1=O
55	-0.1	3.6	C/C=C/c1ccc(OCC(=O)NNC(=O)CN(C)S(=O)(=O)c2ccc(C)cc2)c(OC)c1
56	-1.3	0.8	COc1ccc(S(=O)(=O)N2CCCCC2)cc1NC(=O)CCCNC(=O)c1ccc(Cl)cc1
57	7.8	-5.0	COc1ccccc1CNCC(=O)Nc1cc(S(=O)(=O)N2CCCCC2)ccc1C
58	-3.4	4.4	CN1CCN(C(CNC(=O)C(=O)NC2CCCCC2)c2ccc(F)cc2)CC1 (stereo not drawn)
59	12.9	-4.8	O=C(NCc1cccc(F)c1)c1cccc2c1C(=O)c1ccc(N3CCCC3)cc1S2(=O)=O
60	9.1	4.7	CC(NC(=O)CCC(=O)c1ccccc1)c1ccc(F)cc1 (stereo not drawn)

# Sorted by the number under IDE act (highest first): 5 from the list above.
no.	IDE cell inh	IDE act	Compound
39	-3.0	5.6	Cc1ccnc(NC(=O)CNC(=O)c2ccco2)c1
42	-6.0	2.0	CCC(C)c1ccccc1N1CC(C(=O)N2CCN(S(=O)(=O)c3ccc(F)cc3)CC2)CC1=O (stereo not drawn)
56	-1.3	0.8	COc1ccc(S(=O)(=O)N2CCCCC2)cc1NC(=O)CCCNC(=O)c1ccc(Cl)cc1
34	0.2	-0.8	O=C(COc1cc(F)ccc1[N+](=O)[O-])NCC1CCCO1 (stereo not drawn)
53	4.5	-2.8	CCCCC/C=C/C1=CC(=O)C[C@H](c2ccc3c(c2)OCO3)C1

# Following part:
no.	IDE cell inh	IDE act	Compound
61	5.3	-3.6	O=C(COC(=O)CCOc1ccccc1)NCCc1ccccc1
62	-3.3	-3.2	Cc1ccc(S(=O)(=O)Nc2ccccc2F)cc1C(=O)NNC(=O)c1csc(N2CCOCC2)n1
63	-1.4	6.2	CC(C)C[C@@H]1CN=C(N)N1C[C@@H]1CCCN1C[C@@H](C(C)C)N1C[C@@H](Cc2ccccc2)N(CCc2ccc(Cl)c(Cl)c2)C1=N
64	-4.4	1.1	Cc1ccnc2nc(C(=O)OCC(=O)NC3CCC(C)CC3)nn12 (stereo not drawn)
65	-3.9	1.8	N#CCCN(C(=O)COC(=O)c1ccc2c(c1)OCO2)c1ccccc1
66	-0.8	-0.2	O=C(COC(=O)COc1ccccc1F)Nc1ccc2c(c1)OCO2
67	-3.9	2.4	O=C(COC(=O)c1cccc(O)c1)Nc1ccc(N2CCOCC2)cc1
68	0.5	2.0	c1ccc2c(c1)CC(N1CCCCC1)c1ccccc1S2 (stereo not drawn)
69	0.0	-3.2	Cc1ccc(S(=O)(=O)N2CCCCC2)cc1NC(=O)c1ccccc1Cl
70	3.6	1.4	CC1(C)CC(=O)C=C(c2ccc(I)cc2)C1
71	-0.6	5.9	CCOc1ccc(N2CC(NC(=O)c3ccc4ccccc4c3)CC2=O)cc1 (stereo not drawn)
72	-0.5	-4.9	Cc1ccc(NC(=O)CN(C)C(=O)CCC(=O)N2CCOCC2)cc1
73	-7.3	3.6	COc1ccc(NC(=O)COC(=O)CC2CCCC2)cc1Cl
74	0.1	-0.1	Cc1ccc(S(=O)(=O)NCCC(=O)OCC(=O)N(Cc2ccccc2)C(C)(C)C)cc1C
75	9.4	-3.1	O=S(=O)(c1cccc(F)c1)N1CCN(Cc2cc3c(cc2Br)OCCO3)CC1
76	6.1	0.8	Cc1onc(-c2ccccc2)c1-c1nnc(CN2CCN(S(=O)(=O)c3ccccc3F)CC2)o1
77	-1.5	0.8	COc1cc(/C=C/C(=O)O)cc(S(=O)(=O)Nc2cc(C(F)(F)F)ccc2N2CCOCC2)c1OC
78	-7.0	4.7	O=C(CC1C[C@H](C(=O)N2CCOCC2)[C@@]2(CCC3CCCC3)c3[nH]c4ccccc4c3CCN2C1=O)NCCC1=CCCCC1 (stereo partly drawn)
79	-1.0	3.7	Cc1nc2ccc(NC(=O)c3ccc(C)c(S(=O)(=O)N4CCOCC4)c3)cc2s1
80	-0.6	4.7	COc1ccc(CCNC(=O)COC(=O)c2cnc(Cl)c(Cl)c2)cc1
81	4.0	-0.3	CCOc1ccc(NC(=O)CSc2nc3[nH]ncc3c(=O)[nH]2)cc1
82	-3.0	4.8	Cc1ccc2sc(N3CCN(CCNC(=O)c4ccco4)CC3)nc2c1C
83	-3.0	4.4	Cc1cccc(C(=O)NCC(=O)N(C)Cc2nc3ccccc3c(=O)[nH]2)c1
84	-9.5	4.0	CCCCN(C(=O)CSCC(=O)Nc1ccc(C)cc1)c1c(N)n(Cc2ccccc2)c(=O)[nH]c1=O
85	4.5	5.6	O=C(COC(=O)c1ccc(OC(F)(F)F)cc1)Nc1ncccn1

# In the list so far, three contain a thiophene ring, fused or not.
no.	IDE cell inh	IDE act	Compound
7	10.3	0.1	c1csc(CNc2ncnc3ccc(-c4ccoc4)cc23)c1
27	-3.5	0.6	CCOC(=O)C1CCN(C(=O)COC(=O)CNC(=O)c2sc3ccccc3c2Cl)CC1
40	-1.4	4.2	O=C(O)c1ccc(C=NNC(=O)c2ccccc2NS(=O)(=O)c2cccs2)cc1
